M5 ag = agonists of human muscarinic M5 receptor (CHRM5). activation, % at 3 µM. 0.19% of 360,000 active. AID 624037. CHO-K1 hM5 cells, Fluo-8 calcium fluorescence; 0% DMSO wells, 100% maximal acetylcholine response;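 active = activation above the run's mean over test compounds plus 3 SD, cut at about 23% in these data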;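 also: signal is peak over basal fluorescence ratio across the kinetic read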
Target sequence (P08912 whole entry, looked up): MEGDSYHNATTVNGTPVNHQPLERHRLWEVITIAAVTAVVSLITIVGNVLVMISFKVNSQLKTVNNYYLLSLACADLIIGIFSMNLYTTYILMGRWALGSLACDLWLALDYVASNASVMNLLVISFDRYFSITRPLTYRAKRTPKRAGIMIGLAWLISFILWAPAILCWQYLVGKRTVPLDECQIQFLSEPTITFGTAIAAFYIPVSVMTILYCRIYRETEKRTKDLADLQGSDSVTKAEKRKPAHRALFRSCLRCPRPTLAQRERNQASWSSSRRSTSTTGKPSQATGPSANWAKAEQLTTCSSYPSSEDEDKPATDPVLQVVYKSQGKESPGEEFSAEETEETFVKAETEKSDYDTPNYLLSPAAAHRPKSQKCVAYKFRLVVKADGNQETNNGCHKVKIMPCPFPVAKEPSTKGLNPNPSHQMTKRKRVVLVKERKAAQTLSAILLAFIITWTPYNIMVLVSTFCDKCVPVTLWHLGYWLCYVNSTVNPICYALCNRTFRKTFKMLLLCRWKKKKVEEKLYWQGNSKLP
CHRM5 PAM = potentiates acetylcholine response at human M5 receptor; CHO-K1 hM5, Fluo-8 calcium, ACh EC20 PAM; 0% = ACh EC20, 100% = ACh EC100; P08912; AID 624038; activation, % at 3 µM; 0.3% of 360,000 active;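 active = activation above the run cutoff, the mean activation of all test compounds plus 3 SD, cut at about 18% in these data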
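Assay system: CHO-K1 hM5 cells. Also added: acetylcholine at EC20 concentration, added after compound. Dosing: 3 µM, single dose. Times: compound preincubation 140 s before EC20 acetylcholine addition. Signal: Fluo-8 calcium fluorescence. Measure: % activation relative to EC20 and EC100 ACh responses. Repeats: singlicate, one well per test compound.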
M4 PAM = CHRM4 positive allosteric modulation; P08173; CHO-K1 hM4/Gqi5, Fluo-8 calcium fluorescence, ACh EC20; 0% = ACh EC20, 100% = maximal ACh; activation, % at 3 µM; 0.4% of 360,000 active; AID 624126;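 active = activation above its plate's cutoff, the mean activation of sample wells plus 3 SD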; also: some results filed as inactive read as strong as hits
TAAR1 agonist = human TAAR1 agonism. AID 624467. CHO RD-HGA16 TAAR1, Fluo-8 calcium fluorescence; vehicle wells 0%, saturating PEA agonist 100%. Q96RJ0. activation, % at 3 µM. 0.99% of 360,000 active;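 active = activation above the mean activation of all test compounds in the run plus 3 SD, cut at about 38% in these data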
Target sequence (Q96RJ0 whole entry, looked up): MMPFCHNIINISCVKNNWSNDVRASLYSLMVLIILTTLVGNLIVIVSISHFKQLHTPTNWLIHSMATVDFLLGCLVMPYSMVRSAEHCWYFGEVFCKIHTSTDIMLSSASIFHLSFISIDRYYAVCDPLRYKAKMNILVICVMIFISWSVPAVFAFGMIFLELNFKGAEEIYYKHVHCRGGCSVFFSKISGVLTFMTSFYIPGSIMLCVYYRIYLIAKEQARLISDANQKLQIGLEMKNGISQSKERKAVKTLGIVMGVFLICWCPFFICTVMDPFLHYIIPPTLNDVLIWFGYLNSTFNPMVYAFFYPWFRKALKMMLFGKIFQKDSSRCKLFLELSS
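System: CHO-derived RD-HGA16 cells with stable Gα16 and human TAAR1. Times: 17-24 h plating, Fluo-8 75 min 37 °C, 30 min RT. Measured by: calcium-sensitive Fluo-8 signal, excitation 470-495, emission 515-575 nm. Read-out basis: % activation relative to PEA EC100 response. Control set: DMSO and PEA EC100. Repeats: no replicates (n 1).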
CRFR2-BP antag = blocks CRF-induced signaling of the CRF-BP/CRF-R2 complex | HEK293 CRF-R2/CRF-BP, CRF-induced calcium fluorescence | inhibition, % at 11.8 µM | 0.59% of 350,000 active | AID 588475;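 active = inhibition of the ligand-induced calcium signal above about 50% at the single tested concentration, limit read from the data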
M1 PAM parental = nonselective activator or artifact in parental CHO-K1 calcium assay. ATP EC20, Fluo-8 calcium fluorescence; 0% at ATP EC20, 100% at ATP max. 0.02% of 360,000 active. AID 602247. activation, % at 3 µM;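 active = activation above the run cutoff, the mean activation of all test compounds plus 3 SD, cut at about 40% in these data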;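 also: peak over basal fluorescence ratio in a 140 s read after ATP addition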
M5 antag = blocks acetylcholine activation of human M5 receptor; P08912; CHO-hM5 cells, Fluo-8 calcium fluorescence, ACh EC80; inhibition, % at 3 µM; 0.59% of 360,000 active;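 active = inhibition above a per-plate cutoff, the mean of that plate's test compounds plus 3 SD, cut at about 27% in these data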;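 also: 0% = acetylcholine EC80 with DMSO and 100% = DMSO without agonist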
TAAR1 antag = human TAAR1 antagonism. Q96RJ0. AID 624466. CHO RD-HGA16 TAAR1, Fluo-8 calcium fluorescence, antagonist. 1.5% of 360,000 active. inhibition, % at 3 µM;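 active = inhibition above a per-plate cutoff, the mean inhibition of test compounds on that plate plus 3 SD, cut at about 49% in these data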;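 also: 0% = DMSO plus EC80 beta-PEA response and 100% = DMSO alone without agonist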
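Test system – hTAAR1-expressing CHO RD-HGA16 cells, Gα16-coupled · Reagent – β-PEA at EC80 concentration, post-compound challenge · Compound dosing – 3 µM, single point · Timing – 140 s kinetic read after compound, 140 s after agonist · Detection – Fluo-8 intracellular calcium dye fluorescence, real-time kinetic reads · Control set – DMSO and EC80 PEA controls · Repeats – n of 1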
CRFBP-R2 agonist = CRF-BP/CRF-R2 complex agonism; AID 588473; activation, % at 13.2 µM; 0.46% of 350,000 active; HEK293 CRF-R2/CRF-BP, calcium dye fluorescence (FLIPR); percent of saturating CRF peptide response;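 active = activation of at least 50%, plus an integration ratio under a set limit after plate pattern correction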;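 also: plate controls were neutral control wells without compound for no effect and CRF at EC100 for full effect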
* marks the source's active call; other numbers are inactive results; nt = not tested or not shown.

SMILES	M5 ag	CHRM5 PAM	M4 PAM	TAAR1 agonist	CRFR2-BP antag	M1 PAM parental	M5 antag	TAAR1 antag	CRFBP-R2 agonist
C(=N\Nc1ncnc2sc3c(c12)CCC3)/c1cccs1	-5.7	2.2	16.5	6.4	nt	20.7	-6.6	1.0	nt
CN(CCC#N)C(=O)CSc1nnc(-c2c[nH]c3ccccc23)o1	-2.1	-5.6	0.4	0.7	0.1	13.4	14.1	-14.1	0.5
CC1CC(C)CN(CC(=O)c2cccs2)C1 (stereo not drawn)	4.4	5.1	14.0	28.6	-12.9	-4.9	-3.5	-13.9	2.3
CCOC(=O)C1CCN(C(=O)COC(=O)c2cccc(NS(=O)(=O)c3ccccc3)c2)CC1	4.5	-14.6	-4.4	7.8	3.3	15.7	10.7	17.2	3.8
CCCCCCN1C[C@@H](n2cc(C3CC3)nn2)[C@H](O)C[C@@H]1c1ccc(OC)cc1	-3.0	2.1	-2.3	-1.4	-7.4	23.6	-3.8	5.0	2.6
Cc1nc(NC(=S)NC(=O)c2ccccc2)sc1C(=O)N(C)C	-1.0	-6.6	7.4	9.8	10.1	19.4	1.8	0.1	0.6
O=C(CSc1nc(-c2ccco2)cc(C(F)(F)F)n1)N1CCN(c2ccc(Cl)cc2)CC1	-2.9	1.4	14.8	-3.0	-7.4	19.5	-2.2	0.4	3.4
CCc1nnc(NC(=O)c2ccc(COc3cccc(C)c3)o2)s1	-2.7	2.3	11.9	6.9	6.3	19.5	3.9	-3.0	-0.6
Cn1c(=O)c2cc(NC(=O)CCc3cccnc3)ccc2n1Cc1ccc(F)cc1	0.3	0.9	3.4	1.5	nt	12.3	1.2	6.7	nt
COc1cc(/C=C/C(=O)Nc2ccc(C)cc2)cc(OC)c1OC	1.8	-2.8	10.6	3.0	-29.7	20.5	1.6	-10.9	-1.1
Cn1c(SCC(=O)c2ccc3c(c2)OCCO3)nnc1C(F)(F)F	-0.5	5.0	-1.6	0.7	111.1*	7.0	1.0	-26.1	-0.6
Cc1ccc(C(=O)NC2CCN(C(=O)Nc3ccc(F)cc3)CC2)cc1	-2.2	-2.5	-5.0	-0.1	3.7	-0.4	14.3	-6.6	-3.9
COc1cccc(/C(O)=C2/C(=O)C(=O)N(CCN3CCOCC3)C2c2cccs2)c1 (stereo not drawn)	-4.9	1.1	5.7	8.2	-10.5	6.0	2.7	-10.3	6.3
CC(C)Cc1nnc(NC(=O)c2ccc3c(c2)OCCO3)s1	10.5	-5.6	4.6	4.8	-14.2	-4.2	4.7	5.5	1.0
O=C(CSc1n[nH]c(=O)n1C1CC1)Nc1ccc(Cl)c(Cl)c1	3.7	-2.7	-17.7	8.4	0.4	-1.4	7.3	11.2	0.7
CC(/C=N/NC(=O)Cn1nccc1C)=C\c1ccc(C(C)C)cc1	-3.0	1.1	-6.3	5.5	1.1	25.9	-2.5	-23.3	0.4
CCC(C(=O)NCc1cccc(C)c1)n1nc(C)c2c(C)n(-c3ccccc3)nc2c1=O (stereo not drawn)	-4.3	-3.3	-2.9	1.1	0.6	-4.0	4.8	-15.6	0.5
Nc1nc(SCC(=O)Nc2ccc(Oc3ccccc3)cc2)n[nH]1	-3.1	-3.7	-8.1	0.3	15.6	-8.0	2.0	1.0	0.9
c1ccc2cc(CNCc3cccc4ccccc34)ccc2c1	3.8	-0.8	-18.1	12.5	-12.6	25.3	0.9	-15.8	2.5
CCO[C@@H]1OC(C(=O)NC2CC2)=C[C@H](C2CCCCC2)[C@H]1CCCO	1.1	1.2	0.1	7.0	0.9	24.9	11.0	4.8	-0.8
Cc1ccc(CC(=O)Nc2nncs2)cc1	0.0	0.3	8.2	9.9	-9.7	-5.4	-8.0	-10.7	-3.0
Cn1ccc(-c2ccccc2)n1	1.5	2.7	3.5	6.3	-2.0	19.6	6.4	4.8	0.9
O=C1c2ccccc2CSc2c(O)cccc21	5.1	-1.4	-5.0	6.6	-1.9	5.8	5.3	4.6	-3.5
Fc1ccccc1CNCC1CCCO1 (stereo not drawn)	-1.9	3.3	-2.4	0.1	5.5	-11.0	6.8	-27.9	-0.3
CCC(=O)c1cc(F)ccc1OCC(=O)Nc1ccc2c(c1)OCCO2	-6.4	-20.6	-4.5	7.1	-2.4	-8.3	4.5	8.5	0.3

The listing continues.
SMILES	M5 ag	CHRM5 PAM	M4 PAM	TAAR1 agonist	CRFR2-BP antag	M1 PAM parental	M5 antag	TAAR1 antag	CRFBP-R2 agonist
COc1ccc(CN(CC(=O)NCc2ccc(F)cc2)C(=O)c2csnn2)cc1	0.3	-4.6	-2.5	1.2	-8.9	-1.2	0.3	11.9	-0.4
COc1ccc(/C(O)=C2/C(=O)C(=O)N(c3ccccn3)C2c2ccc(C(C)C)cc2)cc1 (stereo not drawn)	-1.7	-3.4	-6.5	1.4	18.1	-24.6	13.5	-22.2	2.3
CCC(C)NC(=O)C1CCN(c2nc(OC)nc(OC)n2)CC1 (stereo not drawn)	-0.3	3.0	5.7	2.4	14.4	1.9	-2.8	-29.9	-2.8
CCN(CC)C(=O)[C@H]1CC(CC(=O)NCCCn2ccnc2)C(=O)N2CCc3c([nH]c4ccccc34)[C@]12C (stereo partly drawn)	-0.7	3.6	-1.0	0.0	-1.4	15.9	4.9	5.4	0.2
O=C(CSc1ccccc1C(=O)O)NC1CCCCCCC1	-5.6	-9.0	2.2	9.9	13.5	5.0	5.7	14.8	1.8
Cc1ccccc1C(=O)Nc1nnc(-c2ccco2)s1	-0.2	-5.5	9.6	19.2	-69.6	20.1	-3.6	18.0	-3.0
O=C(Cn1cc2c(n1)CCCC2)NC1CCCCCC1	-0.4	-3.1	-0.1	2.9	-5.1	20.2	3.1	-23.0	-0.2
CC(NC(=O)Nc1ccccc1)C(c1ccccc1)N1CCOCC1 (stereo not drawn)	-0.5	-2.3	7.0	0.9	-3.7	23.4	3.2	-3.0	2.0
CCCc1nc2c([nH]1)C(c1cccnc1)C(C#N)=C(N)O2 (stereo not drawn)	0.7	-0.2	0.4	1.7	-3.3	8.3	-6.0	-4.7	0.0
COc1ccccc1NC(=O)CN1CCN(C(=O)c2ccco2)CC1	0.9	-0.1	1.1	-0.9	-0.9	-4.7	-5.8	-12.2	0.8
CC(=O)N1CCN(C(=S)c2ccc([N+](=O)[O-])cc2)CC1	-0.8	-0.3	-4.2	3.6	2.4	14.4	10.2	1.4	-0.1
CCN(c1ccccc1)S(=O)(=O)c1ccc(C(=O)Nc2cc(C)ccn2)cc1	-2.7	-7.7	-5.0	2.4	14.2	-6.2	10.3	31.6	-3.2
CC(=O)N1CCCc2cc(S(=O)(=O)N3CCCC(C(=O)N4CCN(c5cc(C)ccc5C)CC4)C3)ccc21 (stereo not drawn)	1.8	-18.3	-26.6	3.7	18.2	-8.9	20.5	32.9	-1.3
CC(C)CNC(=O)C1(C)CCCN1Cc1ccccc1OC(F)F (stereo not drawn)	-0.1	-2.8	-2.9	3.2	nt	-6.9	4.6	-6.4	nt
O=C(Nc1ccc2c(c1)OCO2)C1CC(c2ccccc2O)=NO1 (stereo not drawn)	0.7	-7.1	0.2	8.8	16.4	15.9	17.8	-2.0	-1.3
Cc1cccc(NS(=O)(=O)c2ccc(C)c(C(=O)NCc3ccccn3)c2)c1	4.3	-1.0	-4.7	1.3	-0.9	-9.4	4.4	14.0	-0.1
CS(=O)(=O)c1cnc2c(-c3ccc(F)cc3)cnn2c1N	-0.3	-5.9	-1.6	2.2	19.9	1.1	1.8	14.9	-3.3
Cc1ccccc1C(=O)NC(=S)Nc1ccccc1N1CCCC1	-1.3	-3.3	-6.8	2.3	-46.3	8.8	-0.9	-18.4	-1.4
CC1(C(=O)NS(=O)(=O)c2ccccc2)CCN1C(=O)C1(c2ccc(Cl)cc2)CCC1 (stereo not drawn)	-0.8	-3.2	4.6	-0.3	nt	12.2	3.4	-5.3	nt
Cc1nc2nc(C)c(CCC(=O)N3CCOCC3)c(C)n2n1	3.2	2.8	-4.2	7.3	-34.9	-12.3	-4.7	-4.5	-1.4
Nc1nonc1C(=Nc1ccc(Br)cc1)NO	-3.4	-2.2	3.9	-0.3	12.2	10.7	0.0	5.4	-0.2
CCc1nc(N2CCN(CC(=O)NCC3CCCO3)CC2)c(C#N)c2c1COC(C)(C)C2 (stereo not drawn)	0.2	5.1	-1.6	0.7	16.1	3.9	-10.3	3.2	1.0
COc1ccc(C(=O)NCC(C)NC(=O)c2ccc(OC)c(Br)c2)cc1Br (stereo not drawn)	1.9	-4.5	-1.9	3.2	-20.0	-27.6	12.5	-41.9	-0.5
CCc1nnc(NS(=O)(=O)c2ccc(N=Cc3c(C)[nH]n(-c4ccc(Cl)cc4)c3=O)cc2)s1	2.1	0.5	0.6	-0.7	32.6	19.0	0.7	8.9	2.3
Cc1ccc(NC(=O)N2CCCC2C(=O)NCc2ccc3c(c2)OCO3)cc1 (stereo not drawn)	-3.7	1.0	4.9	6.1	5.4	17.5	5.1	-30.2	-1.0

The list continues.
SMILES	M5 ag	CHRM5 PAM	M4 PAM	TAAR1 agonist	CRFR2-BP antag	M1 PAM parental	M5 antag	TAAR1 antag	CRFBP-R2 agonist
Cc1ccc2nc(-c3ccncc3)cc(C(=O)Nc3ccncc3)c2c1	-0.5	-3.2	20.7*	-0.1	-6.8	-5.7	9.2	-11.5	0.2
O=C1CCCN2N=C(SCC(=O)Nc3cccc(F)c3)SC2=N1	7.4	-5.5	-9.0	4.7	3.0	-7.4	6.7	-1.2	1.1
COc1ccc(NC2=NCCC(=O)N2Cc2cccs2)cc1	-1.4	-2.7	-0.9	-0.4	-7.6	-4.3	7.3	10.6	1.7
CC(C)(CN1CCCC1)NC(=O)C1CCC(=O)N(CCCN2CCOCC2)C1 (stereo not drawn)	-3.2	-3.7	2.0	0.0	-0.4	16.6	10.4	-10.0	-1.8
COc1ccccc1N(CC(=O)Nc1ccc2c(c1)OCCO2)S(=O)(=O)c1ccc(C)cc1	-4.4	-5.8	-1.8	-0.5	-4.8	16.4	12.0	0.3	-0.5
O=C(CN(Cc1ccc(F)cc1)C(=O)CNS(=O)(=O)c1ccc(Cl)cc1)NCC1CCCO1 (stereo not drawn)	-1.1	5.1	3.2	2.6	0.1	6.1	0.7	-23.2	-0.8

Some of the entries so far, as labelled records.
smiles: O=C1CCCN2N=C(SCC(=O)Nc3cccc(F)c3)SC2=N1
  M5 ag = 7.4 | CHRM5 PAM = -5.5 | M4 PAM = -9.0 | TAAR1 agonist = 4.7 | CRFR2-BP antag = 3.0 | M1 PAM parental = -7.4 | M5 antag = 6.7 | TAAR1 antag = -1.2 | CRFBP-R2 agonist = 1.1
smiles: COc1ccc(NC2=NCCC(=O)N2Cc2cccs2)cc1
  M5 ag = -1.4 | CHRM5 PAM = -2.7 | M4 PAM = -0.9 | TAAR1 agonist = -0.4 | CRFR2-BP antag = -7.6 | M1 PAM parental = -4.3 | M5 antag = 7.3 | TAAR1 antag = 10.6 | CRFBP-R2 agonist = 1.7
